Bioassay records from PubChem BioAssay.
K1F lysis inhibition: inhibition of K1F phage lysis, E. coli UTI89, bacterial capsule biogenesis inhibitors, alamar blue (AID 488966) | one-dose inhibition, % at 100 µM; IC50 in µM for titrated hits | E. coli UTI89 K1F phage lysis, alamar blue, 2 h; higher % means a stronger effect | hit rate 0.02% among 340,000;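 active = phage lysis inhibition, versus mean bacterial control, above a set limit; inconclusive = no clear call, values can overlap the other calls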;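 also: capsule biogenesis inhibitors block K1F phage lysis so surviving cells raise fluorescence; higher fluorescence means more inhibition of phage lysis; actives were called in the ten point dose series up to 300 µM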
GPR55 antagonists: GPR55 antagonists blocking LPI-driven arrestin recruitment, primary screen, imaging, U2OS, beta-arrestin-GFP, LPI agonist (AID 2013). G-protein coupled receptor 55 (Homo sapiens). U2OS GPR55 beta-arrestin-GFP translocation imaging, LPI antagonism; higher % means a stronger effect. one-dose inhibition, % at 10 µM; IC50 in µM for titrated hits. hit rate 0.13% among 290,000;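 active = spots per cell inhibited over 60%, with over 100 cells counted and total cytoplasm intensity under 500,000; inconclusive = wells with under 100 cells, flagged as likely toxic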;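 also: U2OS cells stably carrying GPR55 and arrestin-GFP stimulated by 5 µM LPI near EC80; imaged beta-arrestin-GFP aggregate spots per cell after agonist stimulation; plate controls were LPI-stimulated DMSO wells for no effect and DMSO wells without LPI for full effect; some results filed as inactive read as strong as hits; confirmed hits need IC50 under 10 µM and bright autofluorescent wells are also inconclusive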
GPR55 activation: GPR55 agonists via beta-arrestin recruitment, primary screen, imaging, U2OS cells, beta-arrestin-GFP redistribution (AID 1961); one-dose activation, % at 10 µM; EC50 in µM for titrated hits; G-protein coupled receptor 55 (Homo sapiens); U2OS GPR55 beta-arrestin-GFP redistribution imaging; higher % means a stronger effect; hit rate 0.048% among 290,000;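 active = activation above 40% with more than 50 cells counted in the well; inconclusive = wells holding fewer than 50 cells, flagged as toxic or sparse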;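 also: U2OS osteosarcoma cells stably expressing GPR55 and beta-arrestin-GFP; plate controls were DMSO negative control for no effect and LPI positive control for full effect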
KOR beta-arrestin-1: KOR agonists, beta-arrestin recruitment, primary screen, cell-based, luminescence, uHTS (AID 1777); KOR beta-arrestin recruitment, luminescence; higher % means a stronger effect; one-dose activation, % at 10 µM; EC50 in µM for titrated hits; hit rate 0.02% among 280,000; in the data active = activation above about 50%, passing the limit was not always enough; also: a part of the inactive calls stands beside numbers as strong as those of hits
KOR beta-arrestin-2: KOR antagonists, beta-arrestin recruitment, cell-based, luminescence, uHTS (AID 1778); Kappa-type opioid receptor (Homo sapiens); KOR beta-arrestin recruitment, luminescence, antagonist mode; higher % means a stronger effect; inhibition, % at 10 µM; hits with a dose series show IC50 in µM; hit rate 0.091% among 290,000; in the data active = inhibition above about 50%; also: strong numbers were not always called active
GPR35 antagonists: GPR35 antagonists blocking zaprinast-driven arrestin recruitment, primary screen, imaging, U2OS, beta-arrestin-GFP, zaprinast agonist (AID 2058); U2OS GPR35 beta-arrestin-GFP translocation imaging, zaprinast antagonism; higher % means a stronger effect; hit rate 0.052% among 290,000; G-protein coupled receptor 35 (Homo sapiens); inhibition, % at 10 µM, or IC50 in µM where a hit was titrated;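 active = inhibition of at least 50% with at least 30 cells and total cytoplasm GFP at most 10,000,000; inconclusive = under 30 cells or total GFP of 10,000,000 plus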
Rac1 GTP hydrolysis: MgcRacGAP GTPase-activating activity inhibitors, confirmation, biochemical, ADP Hunter fluorescence; Rac GTPase-activating protein 1 (Homo sapiens); MgcRacGAP-stimulated Rac1 GTP hydrolysis, ADP Hunter fluorescence; higher % means a stronger effect; GST-tagged Rac1 F28L mutant substrate; inhibition, % at 30 µM, or IC50 in µM where a hit was titrated; hit rate 0.6% among 340,000;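 active = first-screen hits whose inhibition reached a set limit at any dose in the follow-up dose series; inconclusive = inhibition above the set first-screen limit but never retested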;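 also: fluorescence reports GDP produced by GAP-driven GTP hydrolysis; strong numbers were not always called active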
NOD1 inhibition: NOD1 signaling inhibitors, primary screen, cell-based, luminescence, uHTS (AID 1578) | NOD1-driven NF-kB luciferase reporter cells, luminescence; higher % means a stronger effect | inhibition, % at 4 µM; hits with a dose series show EC50 in µM | hit rate 1% among 290,000; in the data active = inhibition mostly above about 36%, no sharp cut-off; inactive = mostly below about 34%;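 also: HEK-293T reporter cells stimulated with the NOD1 agonist gamma-tri-DAP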
NTR1 agonist: agonists of NTR1, primary screen, imaging, U2OS cells, beta-arrestin-GFP, high content (AID 493036). activation, % at 20 µM. hit rate 0.17% among 330,000. NTR1-U2OS beta-arrestin-GFP spot imaging, agonist mode. Neurotensin receptor type 1 (Homo sapiens), P30989;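 active = activation at or above 40% of the spot to cytoplasm intensity ratio, with at least 20 cells analyzed; inconclusive = wells under 20 cells, flagged as cytotoxic or low count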;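 also: 0% = DMSO without peptide and 100% = 100 nM NTR1 peptide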
Target sequence (P30989 whole entry, looked up): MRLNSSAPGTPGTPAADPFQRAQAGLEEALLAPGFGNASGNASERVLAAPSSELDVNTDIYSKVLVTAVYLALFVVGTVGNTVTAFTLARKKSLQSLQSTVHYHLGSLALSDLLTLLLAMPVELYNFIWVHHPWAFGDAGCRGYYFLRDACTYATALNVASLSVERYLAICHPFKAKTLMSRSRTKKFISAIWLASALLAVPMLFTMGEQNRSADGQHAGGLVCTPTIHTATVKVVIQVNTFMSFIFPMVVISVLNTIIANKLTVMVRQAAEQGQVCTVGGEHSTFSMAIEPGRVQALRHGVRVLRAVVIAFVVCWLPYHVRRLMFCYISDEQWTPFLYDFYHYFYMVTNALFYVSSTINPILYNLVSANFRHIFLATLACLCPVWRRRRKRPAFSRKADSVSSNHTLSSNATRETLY
NTR1 agonist cell count 20 µM: further read-out of NTR1 agonist, marked with its call; cell count; measured here: cell count, cytotoxicity flag
Numbers without * were called inactive; ? = inconclusive; . = not tested or not shown; [ ] = dose if it differs, or a comment.

SMILES	K1F lysis inhibition	GPR55 antagonists	GPR55 activation	KOR beta-arrestin-1	KOR beta-arrestin-2	GPR35 antagonists	Rac1 GTP hydrolysis	NOD1 inhibition	NTR1 agonist	NTR1 agonist cell count 20 µM
CC(=O)NC(Cc1ccc(N(CCCl)CCCl)cc1)C(=O)NC(CC(C)C)C(=O)O (centres undefined)	0.6%	4%	1.0%	0.1%	8%[20 µM]	14%	1%	-23%	0.4	39
COC(=O)c1cc(C(O)(C(=O)OC)C(F)(F)F)c(/N=C/N(C)C)s1 (centres undefined)	2.6%	-7%	-0.2%	-8.4%	25%	-7%	1%	-22%	0.9	36
O=C(c1ccc2nc(-c3ccco3)c(-c3ccco3)nc2c1)N1CCC2(CC1)OCCO2	-0.1%	3%	0.1%	0.8%	-27%	-16%	20%	-22%	5.5	78
COc1ccc(-c2nn(CCC#N)cc2C(=O)Nc2cccc([N+](=O)[O-])c2)cc1OC	-0.4%	5%	-0.1%	3.0%	-42%[20 µM]	6%	2%	-3%	2.1	58
CC(C)N(CC(O)c1cccc([N+](=O)[O-])c1)C(C)C (centres undefined)	0.0%	.	0.0%	9.6%	-11%	11%	12%	-9%	-1.6	82
COC(=O)c1ccccc1N=Cc1c(O)[nH]c(=O)[nH]c1=O	0.2%[50 µM]	-4%	1.0%	-0.1%	5%	23%	8%	-10%	-1.8	71
CCCCn1c(O)c(C(C)=NCCc2ccccc2)c(=O)[nH]c1=O	0.5%	-9%	-0.1%	0.8%	-3%	3%	12%	-18%	3.6	51
Cc1ccc(-n2c(O)c(/C=N/NC(=O)c3ccncc3)c(=O)[nH]c2=O)cc1	0.4%	20%	-0.4%	-5.3%	-4%	3%	4%	-6%	0.4	103
Cc1c(C(=O)C(=O)N2CCC3(CC2)OCCO3)c2ccccc2n1C	-0.1%	-10%	-0.1%	0.6%	0%	-5%	-9%	-24%	-1.1	60
CC/C=C/CC(=O)N[C@@H](c1ccccc1)[C@@H](O)C(=O)O[C@H]1C[C@@]2(O)[C@@H](OC(=O)c3ccccc3)C3[C@](C)(C(=O)[C@H](OC(C)=O)C(=C1C)C2(C)C)[C@@H](O)C[C@H]1OC[C@@]31OC(C)=O (some centres undefined)	2.1%	-20%	-0.2%	-3.6%	-20%[20 µM]	-10%	11%	-28%	-0.5	100
Nc1cc(N2CCNCC2)c([N+](=O)[O-])cc1Cl	0.4%	-2%	-0.3%	1.3%	-22%	10%	5%	-10%	1.1	47
O=C(c1[nH]nc2c1CCc1ccccc1-2)N1CCN(Cc2ccc3c(c2)OCO3)CC1	0.0%	-3%	-0.2%	8.6%	-54%	9%	7%	5.4µM*	4.0	59
CN1C(=O)N(C)C(=O)C2(Cc3cc(NC(=O)c4ccccc4Cl)ccc3N3CCCC32)C1=O (centres undefined)	0.5%	-2%	0.3%	-2.5%	-3%	9%	12%	-12%	1.0	66
Cc1cc(O)c2c(c1)OC(C)(C)C1=C2CC(C)CC1 (centres undefined)	-1.1%	-33%	-0.1%	-0.4%	5%[20 µM]	-2%	4%	5%	8.2	62
CN1CCCN(C(=O)COc2cccc(C(F)(F)F)c2)CC1	0.8%[50 µM]	20%	0.0%	1.0%	-4%	4%	5%	-10%	0.4	58

A run of entries from further up, as a working copy:
SMILES	K1F lysis inhibition	GPR55 antagonists	GPR55 activation	KOR beta-arrestin-1	KOR beta-arrestin-2	GPR35 antagonists	Rac1 GTP hydrolysis	NOD1 inhibition	NTR1 agonist	NTR1 agonist cell count 20 µM
CC(=O)NC(Cc1ccc(N(CCCl)CCCl)cc1)C(=O)NC(CC(C)C)C(=O)O (centres undefined)	0.6%	4%	1.0%	0.1%	8%[20 µM]	14%	1%	-23%	0.4	39
COC(=O)c1cc(C(O)(C(=O)OC)C(F)(F)F)c(/N=C/N(C)C)s1 (centres undefined)	2.6%	-7%	-0.2%	-8.4%	25%	-7%	1%	-22%	0.9	36
O=C(c1ccc2nc(-c3ccco3)c(-c3ccco3)nc2c1)N1CCC2(CC1)OCCO2	-0.1%	3%	0.1%	0.8%	-27%	-16%	20%	-22%	5.5	78

Remaining list, next part.
SMILES	K1F lysis inhibition	GPR55 antagonists	GPR55 activation	KOR beta-arrestin-1	KOR beta-arrestin-2	GPR35 antagonists	Rac1 GTP hydrolysis	NOD1 inhibition	NTR1 agonist	NTR1 agonist cell count 20 µM
CN(C)S(=O)(=O)c1cccc(CSCc2cccc(S(=O)(=O)N(C)C)c2)c1	-0.1%	-8%	0.0%	1.9%	-37%	-3%	5%	1.3µM*	0.9	80
O=C1CC(=O)N(c2ccccc2)C(=O)N1c1ccccc1	0.4%	12%	-0.1%	-2.0%	-58%[20 µM]	10%	10%	-28%	1.6	74
COC(=O)NC(=C(Cl)Cl)P(=O)(c1ccccc1)c1ccccc1	-0.6%	8%	-0.1%	-1.1%	20%	-7%	-7%	-6%	-0.6	40
CC1CCN(CC(=O)c2ccccc2Cl)CC1	2.4%[50 µM]	7%	-0.1%	-2.6%	2%	0%	2%	-13%	1.7	58
CSc1ncc(/C=C2/C(=O)NC(=O)N(c3ccc(C)cc3)C2=O)cn1	-3.4%	5%	0.2%	-4.8%	10%	-2%	7%	-16%	0.5	42
COc1ccc(N/N=C/c2c(O)n(-c3cccc(C)c3)c(=O)[nH]c2=O)cc1	8.7%	4%	-0.1%	.	-6%[20 µM]	9%	-13%	-15%	0.2	44
O=C(Nc1ccc2oc(-c3cccnc3)nc2c1)c1ccc([N+](=O)[O-])o1	0.1%	3%	0.2%	-2.6%	-14%[20 µM]	5%	-3%	7.3µM*	.	.
O=C1CC(=O)N(Cc2ccccc2)C(=O)N1CCCCCCN1C(=O)CC(=O)N(Cc2ccccc2)C1=O	.	5%	0.2%	1.9%	-5%	-6%	.	0%	-0.8	47
Cc1ccc(-n2c(O)c(C=Nc3ccc(S(N)(=O)=O)cc3)c(=O)[nH]c2=O)cc1	-2.0%	-4%	0.4%	-5.2%	-13%	-9%	8%	-37%	-1.2	33
CCS(=O)(=O)N1CCCC(C(=O)N2CCC3(CC2)OCCO3)C1 (centres undefined)	0.8%	-14%	-0.1%	4.1%	3%	1%	11%	12%	0.0	44
Nc1c2c(nc3sc4c(c13)CCCCC4)CCCC2	7.6%	-14%	-0.1%	10%	31%	0%	10%	-10%	8.6	49
COc1ccc(C=C2C(=O)N(C)C(=O)N(C)C2=O)cc1CSc1ccccn1	0.6%	10%	0.2%	-2.0%	-7%	4%	21%	.	2.3	40
O=S(=O)(Nc1nc2ccccc2[nH]1)c1ccc(Cl)cc1	-0.4%	16%	-0.3%	6.3%	-45%	19%	-2%	2.3µM*	3.7	44
Cc1nn(-c2ccccc2)c2c1CC1(C(=O)N(C)C(=O)N(C)C1=O)C1CCCCN21 (centres undefined)	-4.0%	7%	0.5%	-4.2%	6%	-15%	0%	-11%	-1.4	89
C=CCn1c(O)c(/C=C/C=Nc2ccccc2)c(=O)[nH]c1=O	2.6%	8%	-0.1%	-3.0%	-27%	5%	7%	-27%	-1.2	57

Reformatted with bars between the fields: entries from further up.
structure | K1F lysis inhibition | GPR55 antagonists | GPR55 activation | KOR beta-arrestin-1 | KOR beta-arrestin-2 | GPR35 antagonists | Rac1 GTP hydrolysis | NOD1 inhibition | NTR1 agonist | NTR1 agonist cell count 20 µM
CC1CCN(CC(=O)c2ccccc2Cl)CC1 | 2.4%[50 µM] | 7% | -0.1% | -2.6% | 2% | 0% | 2% | -13% | 1.7 | 58
CSc1ncc(/C=C2/C(=O)NC(=O)N(c3ccc(C)cc3)C2=O)cn1 | -3.4% | 5% | 0.2% | -4.8% | 10% | -2% | 7% | -16% | 0.5 | 42

Next part:
SMILES	K1F lysis inhibition	GPR55 antagonists	GPR55 activation	KOR beta-arrestin-1	KOR beta-arrestin-2	GPR35 antagonists	Rac1 GTP hydrolysis	NOD1 inhibition	NTR1 agonist	NTR1 agonist cell count 20 µM
COc1cc(O)c(C(=O)O)c(-c2cc(O)c(O)cc2C)c1	5.3%	-14%	0.0%	-3.9%	0%	24%	-49%	-8%	-1.2	92
CN(C)CCN(CC1CCCN(Cc2ccccc2F)C1)C(=O)Cc1ccc(F)c(F)c1 (centres undefined)	0.5%	4%	0.0%	-1.5%	-21%[20 µM]	10%	5%	-9%	-0.5	56
CC1=C(C(=O)O)N2C(=O)[C@@H](NC(=O)CCCC(=O)O)[C@H]2SC1	11%	9%	0.4%	1.6%	-21%	6%	7%	-14%	-1.7	75
CC1CCC2C(C)C(=O)OC3OC4(C)CCC1C32OO4 (centres undefined)	-0.1%	7%	0.0%	-4.4%	15%	1%	9%	0%	0.7	45
CN(C(=O)Oc1ccc(F)cc1)c1ccccc1	0.2%	3%	-0.1%	6.1%	-2%	2%	9%	-25%	-0.6	74
C/C(=N\Nc1ccccc1)c1c(O)n(Cc2ccccc2)c(=O)[nH]c1=O	4.7%	-9%	?	1.7%	22%	0%	9%	-36%	2.1	45
CCCCn1c(O)c(C(C)=NCc2ccc(F)cc2)c(=O)[nH]c1=O	-0.4%	0%	-0.2%	1.2%	-11%	-4%	-10%	-19%	3.3	57
COc1ccc(Cn2c(N)c(C(=O)NCc3ccco3)c3nc4ccccc4nc32)cc1	-0.1%	-19%	1.0%	8.4%	7%	-25%	13%	16%	5.3	39
Cc1ccnc(-n2c(-c3ccco3)nc3ccccc3c2=O)c1	0.7%	-2%	-0.2%	1.2%	-2%	-14%	4%	-10%	0.7	39
Cc1ccc(C)c(Cn2c(C(=O)O)c(C=O)c3ccccc32)c1	1.0%	10%	-0.3%	-5.9%	24%	13%	7%	-16%	-0.2	44

An excerpt; rates above refer to the full screens.
